Kir21 inh: blocks the mouse Kir2.1 inward-rectifier potassium channel; HEK293-Kir2.1, FluxOR thallium flux fluorescence; stronger effect = lower value; B-score at 10 µM; actives 0.85% (n = 310,000);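 active means fluorescence ratio B-score at or below minus 3 SD of library scores, with starting-brightness B-score within 2 SD, cut at about -4.2 in these data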;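 further: channel flux triggered by added potassium and thallium sulfate stimulus; B-score of peak minus minimum fluorescence over baseline after thallium stimulus; more negative B-score means stronger Kir2.1 block with less thallium influx; some compounds called inactive have numbers as strong as hits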
Target sequence (P35561 whole entry, looked up): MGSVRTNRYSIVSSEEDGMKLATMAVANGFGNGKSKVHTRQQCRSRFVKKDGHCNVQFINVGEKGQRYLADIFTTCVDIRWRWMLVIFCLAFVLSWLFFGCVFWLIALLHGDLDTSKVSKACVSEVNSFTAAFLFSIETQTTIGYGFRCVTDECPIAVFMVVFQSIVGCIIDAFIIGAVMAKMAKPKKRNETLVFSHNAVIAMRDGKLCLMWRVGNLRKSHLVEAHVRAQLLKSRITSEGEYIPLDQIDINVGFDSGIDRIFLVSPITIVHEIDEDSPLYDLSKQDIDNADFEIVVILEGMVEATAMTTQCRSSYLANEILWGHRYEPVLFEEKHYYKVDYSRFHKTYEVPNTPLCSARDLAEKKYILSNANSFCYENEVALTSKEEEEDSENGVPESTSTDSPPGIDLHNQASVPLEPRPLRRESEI
KCNQ2 inh: KCNQ2 channel blockers in CHO-K1 cells – cell-based, FluxOR thallium flux, B-score, primary screen (AID 2156); 20 min; stronger effect = lower value; B-score at 10 µM; actives 1.1% (n = 310,000);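 active means fluorescence ratio B-score at most minus 3 library SDs, with starting brightness B-score within 2 library SDs, cut at about -5.5 in these data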
An asterisk follows results filed as active; i = inactive. This is a random part of the collection; overall some 1.9% were active at least once.

| SMILES | Kir21 inh | KCNQ2 inh |
| --- | --- | --- |
| COc1cc2c(cc1OC)C(C)N(C(=O)c1cc(C)on1)CC2 (stereo not drawn) | 0.81 | i |
| CCOCCCNC(=O)c1ccc(NC(C)=O)cc1 | -1.22 | i |
| C[C@H](NC(=O)c1cc2cc(Cl)ccc2n1C)C(=O)N[C@@H](C(=O)O)c1ccccc1 | -0.25 | i |
| N#CCCN1CCn2c1nc1ccccc12 | -0.32 | i |
| CCOC(=O)c1c(C)[nH]c(C)c1S(=O)(=O)N(C)CC(=O)Nc1cc(C)ccc1OC | -0.04 | i |
| O=S(=O)(c1ccc(F)cc1)N1CCN(S(=O)(=O)c2cccs2)CC1 | -1.01 | i |
| CN(CC(=O)Nc1ccccc1Cl)C(=O)CSc1nncn1C | 1.81 | i |
| CC1CC(C)CN(C(=O)c2cc3c(=O)n4ccccc4nc3s2)C1 (stereo not drawn) | 1.38 | i |
| Cc1ccnc(NS(=O)(=O)c2ccc(CC(C)C)cc2)c1 | -1.2 | i |
| O=S(=O)(c1cccc(Br)c1)N1CCN(C(=S)NCC2CCCO2)CC1 (stereo not drawn) | -0.26 | i |
| COc1ccccc1NC(=O)CCc1nc(-c2ccccc2F)no1 | -0.22 | i |
| CCOC(=O)CCCCC(=O)c1[nH]c(=O)[nH]c1CSc1nc2ccccc2[nH]1 | -0.92 | i |
| O=C(Nc1ccc(O)c(-c2nc3ccccc3o2)c1)C1(c2ccc([N+](=O)[O-])cc2)CCCC1 | 0.97 | i |
| CC(C)C[C@H](NC(=O)c1nc[nH]c1C(=O)NCC(=O)OC(C)(C)C)C(=O)OCc1ccccc1 | 0.21 | i |
| CC(=O)Nc1ccc(N2C(=O)CC(Sc3nc4ccccc4s3)C2=O)cc1 (stereo not drawn) | -0.13 | i |
| O=C(NNc1cc(Cl)ccc1Cl)C1CCC1 | 0.23 | i |
| CCc1cc2c(C)cc(C)cc2nc1SCC(=O)Nc1cc(C)on1 | 0.12 | i |
| Cc1ccc2c(c1)N(CCC(=O)NC1CCCCC1C)C(=O)CO2 (stereo not drawn) | 0.31 | i |
| C=CCn1c(SCc2cccc(C#N)c2)nnc1-c1ccccc1O | -5.86* | i |
| COc1ccc(NC(=O)CSc2ncnc3c2cnn3CCc2ccccc2)cc1 | -0.02 | i |
| CC(C)CCNC(=O)c1onc(CSc2nc3ccccc3[nH]2)c1C(=O)NCCC(C)C | -0.18 | i |
| O=C(NNC(=O)c1cnccc1C(F)(F)F)c1ccc(Cl)cc1 | 0.91 | i |
| COc1c(Cl)cc(Cl)cc1C(=O)Nc1ccc(NC(C)=O)cc1 | 1.79 | i |
| CS(=O)(=O)N1CCN(c2nc(-c3ccc(F)cc3)cs2)CC1 | 0.42 | i |
| CC(C)OCCCNS(=O)(=O)c1ccc2c(c1)OCCO2 | 1.22 | i |

The last 4 records of the part above are carried over, then new ones follow.
| SMILES | Kir21 inh | KCNQ2 inh |
| --- | --- | --- |
| O=C(NNC(=O)c1cnccc1C(F)(F)F)c1ccc(Cl)cc1 | 0.91 | i |
| COc1c(Cl)cc(Cl)cc1C(=O)Nc1ccc(NC(C)=O)cc1 | 1.79 | i |
| CS(=O)(=O)N1CCN(c2nc(-c3ccc(F)cc3)cs2)CC1 | 0.42 | i |
| CC(C)OCCCNS(=O)(=O)c1ccc2c(c1)OCCO2 | 1.22 | i |
| COc1cc(NS(=O)(=O)c2ccc(NC(=S)NC(=O)c3sc4cc(F)ccc4c3Cl)cc2)nc(OC)n1 | 0.1 | i |
| O=c1c2ccccc2cnn1CCOc1ccccc1 | 0.13 | i |
| COC(=O)c1ccc(Cn2nnc3ccccc3c2=O)o1 | -1.13 | i |
| COC(=O)C1=C(C)NC(=O)NC1c1ccc(-c2ccc(F)cc2)o1 (stereo not drawn) | -0.02 | i |
| Cc1ccc(CSCC(=O)NCc2cccs2)cc1 | 0.02 | i |
| O=C(CSc1ncc(-c2ccccc2)[nH]1)Nc1ccccc1F | 0.02 | i |
| CCN(C(=O)CSc1nc2ccc(OC)cc2[nH]1)c1c(N)n(Cc2ccccc2)c(=O)[nH]c1=O | -0.3 | i |
| Cc1c(C(=O)Nc2ccc(F)cc2)oc2ccc(S(=O)(=O)N3CCC4(CC3)OCCO4)cc12 | -0.13 | i |
| CCOc1ccccc1C(=O)N(C)Cc1cc2cc(OC)ccc2[nH]c1=O | 1.99 | i |
| CCN(CC)C(=O)c1c(C)[nH]c(=S)c(C#N)c1-c1ccco1 | -0.1 | i |
| COc1ccccc1C(=O)N1CCN(C(=O)c2oc3ccc(C)cc3c2C)CC1 | 1.14 | i |
| CN1C2CCC1/C(=C\c1ccccc1Cl)C(=O)/C2=C\c1ccccc1Cl | 1.24 | i |
| COc1ccccc1NC(=O)C(C)OC(=O)CCCc1c[nH]c2ccccc12 (stereo not drawn) | -0.39 | i |
| CN(Cc1cn(C)nc1-c1cccc(Cl)c1)Cc1nccn1C | -0.78 | i |
| O=C(/C=C/c1ccco1)NC(=S)N1CCCCC1 | 0.23 | i |
| CCOC(=O)c1sc(NC(=O)c2ccncc2)c(C#N)c1C | 0.97 | i |
| CCOc1cc(N2CCOCC2)c(OCC)cc1NC(=O)COc1cccc2cccnc12 | 1.38 | i |
| N#Cc1c(SCC(=O)Nc2ccc(C(F)(F)F)cc2)sc2c(O)cc(=O)[nH]c12 | 0.87 | i |
| Cc1ccc(Cl)cc1N1CCN(S(=O)(=O)c2c(C)nc3scc(C)n3c2=O)CC1 | -0.61 | i |
| CCCC(=O)OCCNc1cc(SCCC(=O)OC)c2nonc2c1[N+](=O)[O-] | 1.74 | i |
| CC(=O)C1=C(C)NC(SCc2cccc([N+](=O)[O-])c2)=C(C#N)C1c1ccco1 (stereo not drawn) | 2.69 | i |
| COc1ccc(NC(=O)CC2C(=O)N(CCc3ccccc3)C(=S)N2Cc2cccnc2)cc1 (stereo not drawn) | 0.95 | i |
| Cc1ccc(C(=O)NNC2=Nc3cccc4cccc2c34)cc1 | 0.01 | i |
| CCC(CC)c1nnc(NC(=O)c2ccc(N3CCCCC3)c([N+](=O)[O-])c2)s1 | 0.03 | i |
| CS(=O)(=O)N1CCN(C(=O)Cc2ccccc2)CC1 | 2.61 | i |
| O=C(CN(C(=O)CCC(=O)Nc1ccccn1)c1ccc(F)cc1)NCc1ccc(F)cc1 | -0.56 | i |
| CC1CCCCN1C(=O)CSc1nnc(-c2cccnc2)n1C1CCCCC1 (stereo not drawn) | -1.15 | i |
| Cc1c(C(=O)OCC(=O)N2CC(C)CC(C)C2)oc2ccccc12 (stereo not drawn) | 0.09 | i |
| S=c1nc(C2CCCCC2)[nH]c2ccccc12 | -0.77 | i |
| Cc1cccc(CN2CCCC(C(=O)Nc3ccccc3Oc3cccnc3)C2)c1 (stereo not drawn) | -5.51* | i |
| CN(C)CCN(CC1CCCN(Cc2ccccc2F)C1)C(=O)c1ccc(Cl)cc1 (stereo not drawn) | -2.79 | i |
| COC(=O)c1ccc(OCCN2C3=NCCN3c3ccccc32)cc1 | -0.05 | i |
| COc1ccccc1-c1c(C)nn2c(N3CCN(Cc4ccccc4)CC3)cc(C)nc12 | 0.86 | i |
| CN(C(=S)Nc1ccccc1)c1ccccc1 | -1.33 | i |
| O=C(/C=C/Nc1ccccc1C(F)(F)F)c1ccco1 | 0.52 | i |
| COc1ccccc1C(=O)Nc1nc(C)cc(C)n1 | -0.37 | i |
| Cc1cc(NC(=O)C(C)SCC(=O)O)no1 (stereo not drawn) | 0.51 | i |
| N#Cc1c(NC(=O)c2cc([N+](=O)[O-])ccc2N2CCOCC2)sc2c1CCCC2 | 0.65 | i |
| Cc1cc(/C=N/NC(=O)c2c(Br)cnn2C)c(C)n1-c1cccc(Br)c1 | -1.51 | i |
| NNC(=O)Cc1csc(-c2ccccc2)n1 | 0.29 | i |
| CCOC(=O)/C=C1\SCC(=O)N1CC(=O)N1CCOCC1 | -0.67 | i |
| CC(C)NC(=S)NN=C1CCCCCCCCCCC1 | -0.32 | i |
| CCc1cc(SC#N)ccc1N | -0.23 | i |
| CC(C)=CCc1cc([C@@H]2COc3c(ccc4c3C=CC(C)(C)O4)C2)c(O)cc1O | 0.03 | i |
| CS(=O)(=O)N(CC(=O)N1CCC(C(N)=O)CC1)c1ccc(Cl)c(C(F)(F)F)c1 | 1.04 | i |
| CCOC(=O)c1cc(-c2csc(-c3ccc(C(C)(C)C)cc3)n2)on1 | 0.08 | i |
| N=C1CCCN1CC(=O)c1cccs1 | 0.19 | i |
| Cc1ccc(-c2cc(C(=O)Nc3cc(C(=O)O)ccc3C)c3ccccc3n2)cc1 | 0.54 | i |
| Cn1nc(CC(=O)Nc2ccc3c(c2)OCCO3)c2ccccc2c1=O | -0.11 | i |
| C/C(=N\NS(=O)(=O)c1cccc([N+](=O)[O-])c1)c1cc2ccccc2o1 | -0.48 | i |

More records follow:
| SMILES | Kir21 inh | KCNQ2 inh |
| --- | --- | --- |
| COc1cccc(OCCOc2cccc(/C=N/n3cnnc3)c2)c1 | 3.3 | i |
| CCCc1cc(-c2n[nH]c(C(=O)OCC)c2-c2cscn2)c(O)cc1O | -1.58 | i |
| CCN(CC)C(=O)c1oc2ccc(S(=O)(=O)N3CCCCCC3)cc2c1C | 0.05 | i |
| COC(=O)c1cc(CSc2nc3ccccc3c(=O)n2C)oc1C | -0.27 | i |
| COc1ccc(-n2nc3c(N)n[nH]c3cc2=O)cc1 | -0.67 | i |
| COc1ccc(CCNC(=O)C/C(C)=N/NC(=O)c2ccc([N+](=O)[O-])cc2Cl)cc1OC | 1.56 | i |
| CC(Nc1cc(=O)n(C)c(=O)n1C)c1ccccc1 (stereo not drawn) | 1.39 | i |
| C#CC(C)(CC)NC(=O)Cn1nnc(-c2ccc(S(C)(=O)=O)cc2)n1 (stereo not drawn) | -0.97 | i |
| O=C(O)CCN(Cc1ccccc1)S(=O)(=O)c1c(Cl)cccc1Cl | -0.09 | i |
| COc1cc(N/N=C(\C)c2ccc(O)c(C)c2)nc(-c2ccccc2)n1 | -0.18 | i |
| CC(=O)Nc1ccc(NC(=O)c2ccc(NS(=O)(=O)c3cc(C(C)(C)C)cc(C)c3C)cc2)cc1 | 0.91 | i |
| FC(F)(F)c1ccc(/C=N/N2CCN(Cc3cccc4ccccc34)CC2)cc1 | -0.77 | i |
| CC(=O)Oc1oc(-c2ccccc2)nc1C=Nc1ccccc1 | 0.2 | i |
| Nc1ncc(-c2ccc([N+](=O)[O-])cc2)cn1 | 0.58 | i |
| O=C(Nc1nc2c(F)cccc2s1)C1CC1 | -0.54 | i |
| COc1ccccc1-c1sc2ccccc2c1-c1ccc(C(C)=O)cc1 | 1.61 | i |
| Cc1nc(C)n(C(C)CNC(=O)c2ccco2)n1 (stereo not drawn) | 0.49 | i |
| CCC(C)n1ncn(-c2ccc(N3CCN(c4ccc(OC)cc4)CC3)cc2)c1=O (stereo not drawn) | -1.77 | i |
| Cn1cc(Cl)c(C(=O)NNC(=S)NC2CCCCC2)n1 | 1.24 | i |
| Cc1ccccc1C(=O)NC1CCN(CC(=O)Nc2ccc3c(c2)OCO3)CC1 | 1.54 | i |
| C/C(=N\NC(=O)CCC(=O)NCc1ccccc1)c1ccco1 | -0.01 | i |
| CCCCC(CCC(=O)Nc1nccs1)C(=O)O (stereo not drawn) | -0.81 | i |
| COc1ccc(N2CCN(S(=O)(=O)CC34CCC(CC3=O)C4(C)C)CC2)cc1 (stereo not drawn) | -0.43 | i |
| C/C(=N\NC(=O)C1CC1(c1ccccc1)c1ccccc1)c1cccc([N+](=O)[O-])c1 (stereo not drawn) | -0.16 | i |
| COC(=O)c1cccc(NC(=O)/C(=C\c2ccccc2)NC(=O)c2ccccc2Cl)c1 | 1.57 | i |

Shown field by field: part of the list above.
CCCc1cc(-c2n[nH]c(C(=O)OCC)c2-c2cscn2)c(O)cc1O
  Kir21 inh: -1.58	KCNQ2 inh: i
CCN(CC)C(=O)c1oc2ccc(S(=O)(=O)N3CCCCCC3)cc2c1C
  Kir21 inh: 0.05	KCNQ2 inh: i

Following part
Every second line gives: Kir21 inh, KCNQ2 inh
CCCNS(=O)(=O)c1ccc(OCC(=O)NCc2ccc3c(c2)OCO3)cc1
    0.44, i
COC(=O)Cc1c(C)c2ccc(OC3CCCCC3=O)c(C)c2oc1=O (stereo not drawn)
    0.95, i
CC(C)(C)c1ccc(-n2ncc3c2CCCC3NC(=O)CN2CCOC2=O)cc1 (stereo not drawn)
    0.71, i
Cc1ccsc1/C=N/NC(=O)CNC(=O)c1cccc([N+](=O)[O-])c1C
    2.61, i
COC1(OC)N=C(NC(=O)Nc2ccccc2)C2(C#N)C(c3ccccc3)C12C#N (stereo not drawn)
    -0.67, i
CN(C)c1cccc(C(=O)NNC(=O)CSc2ccccc2)c1
    -0.43, i
Cc1ccccc1S(=O)c1ccccc1C(=O)O (stereo not drawn)
    -0.76, i
Clc1c(CSc2nc3ccccc3o2)nc2sccn12
    0.55, i
Cc1ccc(SCCNC(=O)C(CO)(CO)CO)cc1
    -1.55, i
Cc1nc2ccc(C(=O)OCc3nnc(-c4ccc(Br)cc4)o3)cc2nc1C
    0.7, i
CC(C(=O)OCC(=O)c1ccc(Br)cc1)N1C(=O)C2C3C=CC(C3)C2C1=O (stereo not drawn)
    -2.65, i
Cc1cccc(OCCOCCN2CCNCC2)c1C
    -0.61, i
CCn1nc(C)cc1Nc1ccccc1
    0.72, i
O=C(Nc1nccs1)C1CCCN(S(=O)(=O)c2cccnc2)C1 (stereo not drawn)
    -0.1, i
O=C(CCCc1nc(-c2ccccc2Cl)no1)NC1CCCCC1
    -2.22, i
CCCCN(CC)CCNC(=O)Cn1cnc2sc(C)c(S(=O)(=O)N3CCOCC3)c2c1=O
    0.09, i
O=c1[nH]cn[nH]1
    -0.24, i
CCn1ncc(N(C)N)c(Cl)c1=O
    2.52, i
CCOC(=O)c1nnc(-c2ccccc2)o1
    -2.32, i
CCSc1nc2n(n1)C(c1cccc(F)c1)C1=C(CCCC1=O)N2 (stereo not drawn)
    -0.78, i
CCN(CC)c1ccc(C=Nc2cccnc2Cl)c(O)c1
    0.19, i
